# Compound activity (PubChem)
# FXIIa inh 1536: human FXIIa protease inhibitors, primary screen, biochemical, 1536-well. purified FXIIa, Boc-QGR-AMC fluorogenic substrate, 2 h. Coagulation factor XII (Homo sapiens), P00748. inhibition, % at 5 µM. hit rate 0.3% among 220,000; in the data active = inhibition above about 40%;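 also: 0% = enzyme with no compound and 100% = blank without enzyme; many of its hits are not listed in these tables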
# FXIa inh: human FXIa protease inhibitors, primary screen, biochemical, 1536-well; Coagulation factor XI (Homo sapiens), P03951; purified FXIa, Boc-Glu-Ala-Arg-AMC fluorogenic substrate; inhibition, % at 5 µM; hit rate 0.14% among 220,000;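 active = inhibition of at least 40%; inactive = inhibition below 40%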;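 also: fluorescence of freed AMC excited at 355 nm; 0% = enzyme without compound and 100% = no enzyme blank; many of its hits are not listed in these tables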
# thrombin 1536: human alpha-thrombin inhibitors, primary screen, counter-screen for coagulation protease inhibitor project, biochemical, 1536-well, fluorogenic AMC substrate | inhibition, % at 5 µM | hit rate 0.26% among 220,000 | Boc-VPR-AMC fluorogenic substrate cleavage | Prothrombin (Homo sapiens), P00734 | AID 1046, 2008;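 active = inhibition at or above 40%; inactive = inhibition below 40%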;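 also: 0% = enzyme with no compound and 100% = wells without enzyme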
#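 System – human alpha-thrombin · Medium – pH 7.5 Tris (50 mM) with NaCl 150 mM, Tween 20 0.05% · Compound – single-point dosing at 5 µM, 0.2% DMSO · Incubation – enzyme reaction carried out at room temperature · Technique – fluorescence of released AMC, ex 355 nm, em 460 nm · Read-out basis – % inhibition of thrombin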
# Hck Nef HTS: inhibitors of Nef-activated human Hck kinase, primary screen, biochemical, Z-Lyte FRET, 384-well, Hck-YEEI; hit rate 0.68% among 220,000; AID 463187, 2010; Tyrosine-protein kinase HCK (Homo sapiens), P08631; Recombinant Hck-YEEI plus Nef, Z-Lyte FRET kinase assay; inhibition, % at 20 µM;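 active = Hck-Nef kinase inhibition above about 50%, limit read from the data; inactive = inhibition below that limit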;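 also: 0% = DMSO with Hck plus Nef and 100% = Hck alone without Nef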
# zVAD death inh: inhibitors of zVAD-triggered necroptosis, primary screen, L929 cells. hit rate 0.38% among 220,000. viability rescue, % at 10 µM. L929 zVAD necroptosis rescue, ATP luminescence, 24 h; with zVAD 60 µM. AID 1377, 2008;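 active = activation, scaled between plate controls, above about 75%, limit read from the data; inactive = activation under that limit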;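 also: 0% = zVAD with DMSO and 100% = DMSO alone without zVAD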
# Rad51 HR inh: human RAD51 strand exchange inhibitors, primary screen, biochemical, fluorescence | inhibition, % at 10 µM | hit rate 0.085% among 200,000 | hRad51 DNA strand exchange, fluorescence dequenching | DNA repair protein RAD51 homolog 1 (Homo sapiens), Q06609 | AID 1385, 2008;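 active = inhibition above 40% at the single screening dose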;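 also: 0% = DMSO control wells and 100% = blanks with heterologous ssDNA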
#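 Assay system: Human Rad51 nucleoprotein filaments preassembled on unlabelled ssDNA | Reagent: Donor/quencher-labelled 47-bp dsDNA substrate | Doses: One concentration, 10 µM final | Times: 37 °C 15-min filament assembly, 30-min compound preincubation, 15-min exchange | Technique: Fluorescein emission 520 nm, excitation 485 nm | Benchmarks: Plate control and blank wells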
# KLK5 inh: human KLK5 protease inhibitors, primary screen, biochemical, 1536-well | Kallikrein-5 (Homo sapiens), Q9Y337 | recombinant hK5, fluorogenic AMC substrate cleavage | inhibition, % at 5 µM | hit rate 0.59% among 210,000 | AID 873, 2007;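 active = inhibition of 40% or more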;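 also: 0% = enzyme controls without compound and 100% = no-enzyme blanks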
# Cl transport mod: KCC2 cotransporter modulators, thallium flux, primary screen, cell-based, HEK293 KCC2, FluoZin-2 fluorescence, MLSMR; KCC2 cells, thallium flux FluoZin-2 fluorescence; B-score of Tl+ flux slope (higher = more flux/activation; lower = inhibition) at 10 µM; hit rate 2.2% among 190,000; AID 1456, 2008;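 active = thallium flux slope and its plate-corrected score both differing from the plate sample mean at a set confidence after two filtering rounds, in either direction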;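 also: slope of fluorescence scaled to starting intensity during 10 to 20 s after thallium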
# Target sequence (Q9H2X9 whole entry, looked up): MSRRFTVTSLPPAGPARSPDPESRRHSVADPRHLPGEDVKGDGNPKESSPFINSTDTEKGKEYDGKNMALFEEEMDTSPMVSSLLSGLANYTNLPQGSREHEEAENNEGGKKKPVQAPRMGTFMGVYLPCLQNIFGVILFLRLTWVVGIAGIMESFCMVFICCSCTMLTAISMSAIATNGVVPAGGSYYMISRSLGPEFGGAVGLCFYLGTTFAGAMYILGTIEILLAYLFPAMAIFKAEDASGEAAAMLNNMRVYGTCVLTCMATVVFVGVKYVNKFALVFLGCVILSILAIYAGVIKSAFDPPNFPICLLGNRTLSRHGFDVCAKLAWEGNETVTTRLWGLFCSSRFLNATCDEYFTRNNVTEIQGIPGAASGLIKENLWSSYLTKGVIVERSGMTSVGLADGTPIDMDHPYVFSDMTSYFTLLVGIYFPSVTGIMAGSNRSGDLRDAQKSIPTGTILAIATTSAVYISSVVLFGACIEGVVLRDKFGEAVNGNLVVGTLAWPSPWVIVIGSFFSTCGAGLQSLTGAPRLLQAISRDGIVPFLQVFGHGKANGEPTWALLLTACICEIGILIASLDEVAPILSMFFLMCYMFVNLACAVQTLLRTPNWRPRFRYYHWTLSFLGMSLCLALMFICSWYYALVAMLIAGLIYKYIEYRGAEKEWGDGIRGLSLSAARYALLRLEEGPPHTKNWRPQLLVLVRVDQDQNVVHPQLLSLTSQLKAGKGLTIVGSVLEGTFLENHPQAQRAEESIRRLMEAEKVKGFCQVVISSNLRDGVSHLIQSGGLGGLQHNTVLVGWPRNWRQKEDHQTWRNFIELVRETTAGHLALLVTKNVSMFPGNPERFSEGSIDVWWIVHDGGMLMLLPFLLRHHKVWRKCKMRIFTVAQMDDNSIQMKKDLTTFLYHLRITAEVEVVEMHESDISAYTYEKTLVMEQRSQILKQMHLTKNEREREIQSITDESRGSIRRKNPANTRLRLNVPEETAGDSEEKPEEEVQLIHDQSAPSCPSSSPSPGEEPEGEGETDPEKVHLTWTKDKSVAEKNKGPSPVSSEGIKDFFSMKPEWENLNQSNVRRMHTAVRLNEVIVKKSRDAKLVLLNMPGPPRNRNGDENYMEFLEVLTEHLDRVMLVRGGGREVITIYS
# TNF necrop inh: inhibitors of TNF-alpha triggered necroptosis, primary screen, cell-based, Jurkat FADD-/-, single concentration. AID 463075, 2010. hit rate 0.068% among 220,000. Jurkat FADD-/- TNF necroptosis rescue, ATP luminescence, 24 h; 0 = TNF only, 100 = no-TNF cells. activation (protection from cell death), % at 10 µM;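 active = activation, meaning protection from cell death, of at least 50% relative to plate controls; inactive = activation below 50%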;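 also: necroptosis triggered by 40 ng/mL TNF-alpha added together with compound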
# * hit, by the source's call; · = not tested or not shown.
# The line under a structure holds: FXIIa inh 1536	FXIa inh	thrombin 1536	Hck Nef HTS	zVAD death inh	Rad51 HR inh	KLK5 inh	Cl transport mod	TNF necrop inh
COc1cc2c(cc1[N+](=O)[O-])n(C(C)C)c(=O)n2C(C)C
  6	0	16	0	2.0	-15	7	0.25	-3.6
Cc1ccc(-n2[nH]c(C)c(C=Nc3ccc(S(=O)(=O)Nc4nccs4)cc3)c2=O)c(C)c1
  4	-4	-1	13	19	21	-5	·	-0.4
Cc1ccc(C)c(-n2ccnc2SCC(N)=O)c1
  6	-3	-10	-1	1.4	-7	0	-0.2	-0.7
Cc1ncoc1C(=O)N1CCc2c([nH]c3ccccc23)C1C(C)(C)C (stereo not drawn)
  7	1	0	-2	1.8	3	·	-1.9	2.1
CC(=O)Nc1ccc(S(=O)(=O)Nc2ncccn2)cc1
  14	4	-4	-1	2.4	11	-7	0.65	0.8
CCO[C@@H]1OC(C(=O)NC2CC2)=C[C@H](c2ccccc2)[C@H]1CCCO
  4	-6	-3	7	-0.7	-1	-1	0.53	0.5
CCOc1ccc(N=Nc2cc(C(C)C)ccc2O)cc1
  7	6	-4	5	1.4	·	-7	-0.016	0.2
CC1CCc2c(C(=O)Nc3ccccn3)csc2C1 (stereo not drawn)
  8	1	0	27	0.6	·	0	0.12	-0.8
CC(C)OC(=O)CSc1nnc(-c2ccc([N+](=O)[O-])cc2)o1
  10	-3	-3	22	19	9	-1	·	-0.4
Cc1ccc(-c2nc3ccccc3s2)cc1NC(=S)NC(=O)c1cccc2ccccc12
  6	2	0	17	0.1	·	-1	-0.084	1.5
COc1ccc(C(c2nnnn2C(C)(C)C)N2CCN(C)CC2)cc1OC (stereo not drawn)
  7	-5	0	-8	0.5	2	5	-0.53	0.6
CN1CCC(OC(=O)COc2ccc(Cl)cc2Cl)CC1
  0	-6	-22	19	2.8	19	1	-0.2	1.2
COc1cccc(S(=O)(=O)Nc2ccc(C(=O)Nc3ccncc3)cc2)c1
  6	3	-1	1	0.1	·	-2	-0.76	-6.1
Cc1ccc2n(n1)c(=O)c(Cc1ccccc1)c([O-])[n+]2-c1ccccc1
  -4	-8	-7	0	-0.3	-5	-16	0.021	-1.0
CCOc1cc(NC(=S)Nc2cccc(OC)c2)c(OCC)cc1NC(=O)C(C)C
  -16	-8	-6	0	0.2	7	-1	-2.7	-4.3
O=C(/C=C/c1cn(-c2ccccc2)nc1-c1cccnc1)c1ccco1
  19	12	8	7	14	·	·	-0.85	-9.6
COc1ccc(-n2c(Cc3cccn3C)nnc2SCC(=O)Nc2ccc(C(C)=O)cc2)cc1
  13	5	-2	-1	0.4	-2	1	0.34	-1.7
Nc1nc(COc2ccc(F)cc2Cl)nc(N2CCCCC2)n1
  12	-2	-4	26	1.0	-4	3	·	-1.1
C=C(C)C(=O)Nc1cccnc1Oc1ccc(F)cc1F
  2	-7	-4	13	-0.1	-12	1	-0.024	2.0
CCOc1ccc(/C=N/NC(=O)c2[nH]ncc2Br)c(O)c1
  12	4	7	-4	42	11	-2	-0.5	-9.9
Cc1ccc(N=C2C(=S)N(c3ccc(C)cc3)C(=N)N2/N=C/c2ccc(Cl)cc2)cc1
  10	2	-2	8	-1.0	-1	-17	-0.93	-12
Cc1c(NC(=O)CSCc2ccc(Br)cc2)c(=O)n(-c2ccccc2)n1C
  2	-5	-9	19	1.9	-3	1	0.0027	0.2
CCCN1C(=S)SC(C)(C)C1/[N+]([O-])=C/c1ccc(S(=O)(=O)NC)cc1 (stereo not drawn)
  3	-4	-7	7	-0.8	7	-5	0.84	3.2
CCN1CCN(C(=S)Nc2ccccc2Cl)CC1
  -12	-6	-8	2	0.3	8	-22	1.4	-0.6
O=C(CSC(=S)N1CCOCC1)Nc1nc(=O)c2ccccc2s1
  14	8	-2	2	0.0	10	-10	1.9	0.4
COc1ccc(CC(=O)Nc2cccc(-c3csc(C)n3)c2)cc1
  9	-4	-1	2	0.7	4	-7	-0.35	-2.0
O=C(CN1C(=O)c2ccccc2C1=O)Nc1ccc(S(=O)(=O)NCC2CCCO2)cc1 (stereo not drawn)
  -2	0	31	1	-0.2	1	28	0.41	-1.2
COC(=O)CCc1c(C)nn(-c2ccccc2)c1C
  10	-2	0	1	-0.1	3	-4	1.5	1.0
CCOC(=O)c1c(-c2ccccc2)csc1NC(=S)N(CC)CC
  12	5	-9	1	-0.2	-8	-13	-0.77	0.9
O=C1CC(Cc2ccccc2)C(=O)N1Cc1ccco1 (stereo not drawn)
  -13	-9	-4	3	0.7	-3	-1	-1.1	0.0
Cc1ccc(-c2nn(-c3ccccc3)cc2/C=N/NC(=O)CSc2nnc(C)n2-c2ccccc2)cc1
  17	3	4	1	0.5	-3	25	·	-16
CCOC(=O)c1c(NC(=O)C2COc3ccccc3O2)sc(C(C)=O)c1C (stereo not drawn)
  17	10	1	-20	0.1	-8	-15	0.92	1.2
Cc1cc(N2CCC(C(=O)NC3CCCCC3)CC2)nc(-c2ccccc2)n1
  13	9	-2	-2	3.0	-8	14	-0.26	5.0
COC(=O)c1ccc(NC(=O)c2ccc3c(c2)OCO3)cc1
  6	-8	-1	-26	0.4	-1	-17	0.6	-3.0
CCOCCCNCC(=O)NCC1CCCCC1
  11	-5	-4	20	3.8	-4	-3	0.27	0.2
O=C(NCCc1ccccc1)C1CCCN(C(=O)NC2CCCCC2)C1 (stereo not drawn)
  17	-1	1	1	0.0	2	12	-0.31	-2.5
Cc1cc(C)cc(OCC(O)CN2C(=O)NC(C)(C)C2=O)c1 (stereo not drawn)
  10	4	2	-1	1.6	2	-6	·	2.0
COc1ccc(/C(C)=N/Nc2ccc(F)cc2F)c(O)c1
  ·	-6	-11	-13	1.6	11	-8	0.67	-4.2
N#Cc1nc(-c2ccco2)oc1N1CCC(Cc2ccccc2)CC1
  8	3	2	-2	0.3	0	0	·	0.8
CCC(=O)Nc1ccc(S(=O)(=O)Nc2cc(C)on2)cc1
  10	-2	0	3	0.0	3	-3	1	-1.5

# Part of the list above, field by field:
structure: Cc1ccc(N=C2C(=S)N(c3ccc(C)cc3)C(=N)N2/N=C/c2ccc(Cl)cc2)cc1
  FXIIa inh 1536: 10
  FXIa inh: 2
  thrombin 1536: -2
  Hck Nef HTS: 8
  zVAD death inh: -1.0
  Rad51 HR inh: -1
  KLK5 inh: -17
  Cl transport mod: -0.93
  TNF necrop inh: -12

structure: Cc1c(NC(=O)CSCc2ccc(Br)cc2)c(=O)n(-c2ccccc2)n1C
  FXIIa inh 1536: 2
  FXIa inh: -5
  thrombin 1536: -9
  Hck Nef HTS: 19
  zVAD death inh: 1.9
  Rad51 HR inh: -3
  KLK5 inh: 1
  Cl transport mod: 0.0027
  TNF necrop inh: 0.2

# Later entries:
# The line under a structure holds: FXIIa inh 1536	FXIa inh	thrombin 1536	Hck Nef HTS	zVAD death inh	Rad51 HR inh	KLK5 inh	Cl transport mod	TNF necrop inh
COc1ccc(/C(C#N)=C/c2c(-c3ccc(Cl)cc3)nc3c(C)cccn23)cc1
  -23	-3	5	-2	-0.3	·	16	0.5	-4.6
Cc1ccc(S(=O)(=O)N2CCN(CCC#N)CC2)cc1
  5	-3	-13	-1	0.9	-9	-4	-0.004	0.6
CCOC(=O)C1=C(c2ccccc2)O/C(=C(/C#N)C(F)(F)F)S1
  -5	-8	-12	-2	0.5	1	-16	0.57	-12
O=C(CSc1nnc2ccccn12)NC(=O)Cc1ccccc1
  9	1	-8	19	0.1	-1	4	-0.12	0.4
COc1ccc(CCC(=O)Nc2c(C)n(C)n(-c3ccccc3)c2=O)cc1
  10	-5	5	-11	5.9	26	-11	1.6	-0.3
S=c1nc(-c2ccccc2)n(Cc2ccco2)c2c1CCCC2
  11	-1	2	1	0.0	-13	-8	15*	2.0
CC(C)C1NC2(C(=O)c3ccccc3C2=O)C2C(=O)N(c3ccc(F)cc3)C(=O)C12 (stereo not drawn)
  -4	1	1	-1	1.0	8	-11	·	-0.1
CN(NC1OC(=O)c2ccccc21)c1ccc(C(F)(F)F)cc1[N+](=O)[O-] (stereo not drawn)
  4	-2	3	-1	21	-3	-4	-1.9	4.1
CC12CCC(C(=O)NCc3ccc(F)cc3)(OC1=O)C2(C)C (stereo not drawn)
  4	-1	4	5	3.3	5	0	0.34	0.5
CCN(CC)CCCNC(=S)N(Cc1cccnc1)Cc1cc2cc(C)ccc2[nH]c1=O
  4	1	0	6	0.1	-19	2	-1.6	3.0
O=C(c1cccc(N2C(=O)c3ccccc3C2=O)c1)N1CCCCCC1
  8	-1	-8	21	2.1	1	2	-0.58	0.4
CC(C)C(=O)NC(C)C(c1cccs1)N1CCN(C)CC1 (stereo not drawn)
  -12	-8	-3	-1	3.6	-3	1	·	2.3
CCOC(=O)c1cnn(-c2ccc(C(C)C)cc2)c1NC(=O)C1CCC1
  6	8	0	0	-0.3	-2	-1	0.09	-5.2
COc1cc(OC)c(OC)cc1/C=N/Nc1ncnc2c1[nH]c1ccccc12
  -7	-9	-8	53*	64	-1	-24	0.95	4.6
COc1ccc(NC(=O)C2C(=O)N(CCO)C3(C)CC2c2ccccc2O3)cc1 (stereo not drawn)
  13	4	-2	0	-0.3	-1	3	0.83	-3.5
Cc1nn(CC(=O)NNC(=S)Nc2ccccc2)c(C)c1[N+](=O)[O-]
  8	3	0	-1	-0.4	-1	-228	·	-3.2
CCOc1ccc2nc(NC(=O)C3=NNC(=O)CC3)sc2c1
  2	-2	-2	-15	6.8	-1	-3	0.92	-0.9

# For reference, 5 of the compounds above:
# The line under a structure holds: FXIIa inh 1536	FXIa inh	thrombin 1536	Hck Nef HTS	zVAD death inh	Rad51 HR inh	KLK5 inh	Cl transport mod	TNF necrop inh
COc1cc2c(cc1[N+](=O)[O-])n(C(C)C)c(=O)n2C(C)C
  6	0	16	0	2.0	-15	7	0.25	-3.6
Cc1ccc(-n2[nH]c(C)c(C=Nc3ccc(S(=O)(=O)Nc4nccs4)cc3)c2=O)c(C)c1
  4	-4	-1	13	19	21	-5	·	-0.4
Cc1ccc(C)c(-n2ccnc2SCC(N)=O)c1
  6	-3	-10	-1	1.4	-7	0	-0.2	-0.7
Cc1ncoc1C(=O)N1CCc2c([nH]c3ccccc23)C1C(C)(C)C (stereo not drawn)
  7	1	0	-2	1.8	3	·	-1.9	2.1
CC(=O)Nc1ccc(S(=O)(=O)Nc2ncccn2)cc1
  14	4	-4	-1	2.4	11	-7	0.65	0.8

# An excerpt, so the mix of outcomes need not match the whole.
